Source: PubChem
Pf growth 48h: Primary qHTS for delayed death inhibitors of the malarial parasite plastid, 48 hour incubation. P. falciparum luciferase growth in erythrocytes, 48 h. Potency, µM (series often up to 28.7 µM), for inactives: at the highest dose activity change, negative = inhibition, usual class: inhibitors. hit rate 5.9% among 310,000; also: potency is read from the fitted curve at half-maximal effect; % is scaled to controls: 0 for no effect and ±100 for the full control effect
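Here the parasites carry a stable luciferase gene and grow inside erythrocytes in Albumax-based RPMI medium with compound for one erythrocytic cycle. Activity is scored as loss of luminescent signal.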
Pf growth 96h: Primary qHTS for delayed death inhibitors of the malarial parasite plastid, 96 hour incubation; P. falciparum luciferase reporter growth, 96 h; Potency, µM (top dose mostly 28.7 µM), without a hit: at the top dose activity change, negative = inhibition, actives largely listed as inhibitors; hit rate 6.9% among 320,000; also: potency is read from the fitted curve at half-maximal effect; % is scaled to controls: 0 for no effect and ±100 for the full control effect
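Infected RBCs, 2% Hct / 0.05% parasitemia final; luciferase-reporter P. falciparum; cpd 96 h, 37 C, 5% CO2; luciferase detection reagent; luminescence.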
Shiga inhibitor: A qHTS for Small Molecule Inhibitors of Shiga Toxin; AID 2315, 2010; inhibition, % at 38.7 µM; hit rate 9.2% among 290,000; Vero cells, Shiga toxin protein synthesis inhibition reporter; in the data active = inhibition mostly above about 28%, no sharp cut-off; inactive = mostly below about 43%; also: 0% is about no effect
CHX counter: Cycloheximide Counterscreen for Small Molecule Inhibitors of Shiga Toxin; cell reporter, cycloheximide protein synthesis inhibition counterscreen; max response, %; hit rate 12% among 300,000; AID 2314, 2010; in the data active = max response mostly above about 13%, no sharp cut-off; inactive = mostly below about 14%; also: read at 38.3 µM for the half of the compounds with a filed dose; 0% is about no effect
Giardia FBPA inh: qHTS Assay for Inhibitors of Fructose-1,6-bisphosphate Aldolase from Giardia Lamblia; A8B2U2; purified Giardia FBPA; Potency, µM (top dose mostly 59.6 µM), for the others: at the top dose activity, negative = inhibition, usual class: inhibitors; AID 2451, 2010; hit rate 0.71% among 290,000; also: potency is read from the fitted curve at half-maximal effect; % is scaled to controls: 0 for no effect and ±100 for the full control effect; nearly all actives have a fitted effect of over 55% in size
Target sequence (A8B2U2 whole entry, looked up): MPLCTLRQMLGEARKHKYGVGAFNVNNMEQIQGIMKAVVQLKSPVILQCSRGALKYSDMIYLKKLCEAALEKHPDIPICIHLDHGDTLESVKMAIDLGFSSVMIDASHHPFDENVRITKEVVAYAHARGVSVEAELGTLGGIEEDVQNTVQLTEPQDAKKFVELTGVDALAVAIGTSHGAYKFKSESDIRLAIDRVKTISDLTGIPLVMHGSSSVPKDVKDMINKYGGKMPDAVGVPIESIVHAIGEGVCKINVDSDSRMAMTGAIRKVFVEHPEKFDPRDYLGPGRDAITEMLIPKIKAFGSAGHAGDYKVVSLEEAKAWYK
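40 nM FBPA preincubated 10 min at RT with compound (up to 57.5 uM final), then substrate plus GAPDH/TPI/NAD/arsenate coupling and diaphorase/resazurin added. Fluorescence read after 20 min at RT, 525/598 nm.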
HCV inhibitor: qHTS Assay for Inhibitors of Hepatitis C Virus (HCV); Huh7.5.1 HCVcc-Cre infection, luciferase reporter, 44 h; Potency, µM (titrated, usually from 41.8 µM), for the others: at the highest dose activity change, negative = inhibition, actives largely listed as inhibitors; hit rate 3.4% among 340,000; also: potency is read from the fitted curve at half-maximal effect; % is scaled to controls: 0 for no effect and ±100 for the full control effect
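After 44 h co-culture of compound, cells and HCVcc-Cre (~0.5 moi), substrate is added for 15 min at room temperature and luciferase measured over 15 sec. Cells were seeded at 1,000/well and pre-cultured 4 h.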
* = called active by the depositor; u = inconclusive; x = not tested or not shown; [ ] = dose if it differs, or a comment. Unless noted, calls follow the shape of the dose curve; as a rule, active = well fitted curve in the direction sought with a large enough effect; inconclusive = small, poorly fitted or top-dose-only effect, or another doubt; inactive = no such curve, though single readings can be large; an effect the other way counts as inactive or inconclusive. Random draw from the library; overall some 24% were active at least once.

Molecule,CHX counter,Giardia FBPA inh,HCV inhibitor,Pf growth 96h,Pf growth 48h,Shiga inhibitor
O=C(NNC1=Nc2cccc3cccc1c23)c1ccccc1Br,1,9%,14%,u,u,-4
COCCNC(=S)N(CCc1c(C)[nH]c2ccccc12)Cc1ccco1,-1,-5%,-13%,4%,-8%,-7
Cc1ccc(-c2cc3c(nn2)-c2ccccc2C3=O)cc1,22*,-8%,-2%,0.37µM*,0.52µM*,25*
CCOc1ccc(N(CC(=O)NC2CCC(C)CC2)S(=O)(=O)c2c(C)noc2C)cc1 (stereo unspecified),-1,x,0%,u,u,10
CCOc1ccc(NS(=O)(=O)c2cc(NC(=O)CCC(=O)c3cccs3)ccc2Cl)cc1,8,-1%,u,-51%,-29%,7
O=C(Nc1nc2ccccc2[nH]1)c1ccc(F)cc1,20*,-8%,10%,1.5µM*,-76%,21
CS(=O)(=O)Nc1ccccc1C(=O)OCC(=O)NC1CC1,x,x,0%,u,-14%,x
CCOC(=O)C1(Cc2ccccc2)CCCN(C2CCN(C(C)=O)CC2)C1 (stereo unspecified),-1,-1%,-21%,u,u,-3
CCCCOc1ccccc1C1NC(=O)NC(C)=C1C(=O)OCCOCC (stereo unspecified),1,5%,16%,u,0%,-15
COCCCNS(=O)(=O)c1ccc2c(c1)CCN2C(C)=O,-1,16%,8%,37%[activator],-2%,2
COc1ccc(NC(=O)N2CCCC2C(=O)Nc2ccc(C)c(Cl)c2)cc1 (stereo unspecified),-4,4%,0%,3%,9%,-8
COc1cccc(CN(CC(=O)NCc2ccc(F)cc2)C(=O)c2ccco2)c1,-6,-1%,20%,24%,-2%,-2
COCCNC(=S)c1ccc(OC)cc1,6,3%,3%,u,11%,13
Nc1c(C(=O)Nc2ccc(Cl)c(Cl)c2)sc2nc(-c3cccnc3)ccc12,-2,7%,3%,10%,-12%,-5
CCOC(=O)c1c(N/N=C/c2ccncc2)n[nH]c1C,25,9%,-8%,58%[activator],72%[activator],50*
O=C(NCCNCc1ccc(F)cc1)c1ccco1,7,-17%,3%,10%,x,3
CC(NC(=O)C(Cc1ccccc1)n1cccc1)c1ccccc1 (stereo unspecified),-3,5%,8%,-11%,u,20
CCCCC(CC)COC1(c2ccccc2)OC(=O)c2ccccc21 (stereo unspecified),0,2%,x,8.3µM*,9.3µM*,23
CCn1cc(C=C2C(=O)c3ccccc3C2=O)c2ccccc21,12*,-4%,16%,u,-1%,-13
COc1ccc(C)cc1Nc1n[n+](-c2ccccc2)c(-c2ccc(NC(C)=O)cc2)s1,2,22µM*,0%,u,u,0
CCCCCCCC(=O)N/N=C/c1cccnc1,3,0%,8%,-12%,x,-3
CCC(CC)C(=O)Oc1c(Sc2ccccc2[N+](=O)[O-])c(C)nn1C(C)(C)C,0,2%,4%,u,9.3µM*,7
CCN(c1ccccc1)S(=O)(=O)c1ccc(Cl)c(NC(=O)COC(=O)c2cccc(OC)c2O)c1,-2,-2%,-24%,-1%,6%,-15
COc1ccc(C(O)C(CN2CCOCC2)c2ccccc2)cc1 (stereo unspecified),6,-2%,11%,9.3µM*,u,23
CCOc1cccc(C(=O)Nc2cccc(C(C)=O)c2)c1,40*,-1%,-30%,3.3µM*,120%[activator],68*

Overlap with the part before: 2 compounds, then new ones.
Molecule,CHX counter,Giardia FBPA inh,HCV inhibitor,Pf growth 96h,Pf growth 48h,Shiga inhibitor
COc1ccc(C(O)C(CN2CCOCC2)c2ccccc2)cc1 (stereo unspecified),6,-2%,11%,9.3µM*,u,23
CCOc1cccc(C(=O)Nc2cccc(C(C)=O)c2)c1,40*,-1%,-30%,3.3µM*,120%[activator],68*
CCOc1ccccc1N(CC(=O)NCc1ccco1)C(=O)CCC(=O)Nc1nccs1,-6,4%,6%,23%,-25%,-5
O=C(NCCCN1CCOCC1)c1cc2ccccc2cc1O,x,x,9%,u,u,x
CCOc1ccc(OCCC(=O)OCC(=O)Nc2cc(S(=O)(=O)N3CCOCC3)ccc2C)cc1,x,x,10%,57%[activator],4%,x
O=C(NCc1cccc(F)c1F)C1CCC(=O)N(C2CCCCCC2)C1 (stereo unspecified),6,x,-3%,174%[activator],-8%,35
O=C(Nc1ccccc1)C1CCCN1S(=O)(=O)c1cccs1 (stereo unspecified),x,x,-11%,-8%,-10%,x
O=C(Nc1ccccc1)c1ccc[n+](Cc2ccc([N+](=O)[O-])cc2)c1,5,-4%,-2%,x,-16%,5
O=S(=O)(Cc1ccccc1)Cc1cnc(Cl)s1,1,0%,21%,0%,-7%,-4
COc1cccc(Nc2nc(C)cc(C)c2C#N)c1,11,-2%,u,u,-12%,3
O=C1CN(S(=O)(=O)c2ccc(Br)cc2)c2ccccc2N1,-2,-5%,8%,11%,4%,-3
CCCN[C@@H](C)C(=O)Nc1ccccc1C,x,1%[21.7 µM],x,-17%,-4%,x
CN(C(=O)COc1ccc2ccc(=O)oc2c1)C1CCS(=O)(=O)C1 (stereo unspecified),1,x,6%,u,-2%,12
Cn1ccnc1SCC(=O)Nc1cccc(C(F)(F)F)c1,20,-9%,-19%,u,36%[activator],41
CN(C)CCN(C(=O)CCS(=O)(=O)c1ccccc1)c1nc2c(F)cccc2s1,-2,-22%,9%,2.6µM*,25%,3
Nc1cc(C(=O)O)c(N)c2c1C(=O)c1ccccc1C2=O,-4,u,-6%,u,u,-6
Cc1cccn2c(=O)c3cc(C(=O)NCC4CCCO4)c(=N)n(CCc4ccccc4)c3nc12 (stereo unspecified),-10,x,-3%,u,4.7µM*,-9
COc1ccc(OCCn2c(NC(=O)c3ccco3)nc3ccccc32)cc1,20*,8%,5%,-33%,u,68
CCCN(CCC)c1ccc(/C=C/c2ccc3cc(OCC)ccc3n2)cc1,34*,-20%,u,-27%,u,71*
O=C(NC1CCCCC1)NC1CC2CCC(C1)N2Cc1nnnn1Cc1ccc2c(c1)OCO2 (stereo unspecified),-2,x,0%,0%,u,-15
O=S(=O)(NCC1CCCO1)c1ccc2ccccc2c1 (stereo unspecified),-7,1%,12%,13%,23%,-11
COc1ccccc1/C=C/C(=O)/C=C/c1ccccc1O,99*,-20%,u,u,u,139*
N#Cc1c(NC(=O)CSc2ncnc3c2cnn3-c2ccccc2Cl)sc2c1CCCC2,-3,2%,u,5%,-14%,-4
CCOC(=O)c1cnn(CCOC(=O)C(C)(C)C)c1NC(=O)C(C)(C)C,-3,2%,17%,9%,52%[activator],-8
CCOC(=O)c1ccc(NC(=O)Nc2c(C)nn(C)c2C)cc1,0,-6%,-5%,12µM*,0%,4
COc1ccc(OC)c(S(=O)(=O)N(C)CC(=O)Nc2ccc3c(c2)OCO3)c1,1,-4%,9%,x,-2%,-7
O=C(NC1CCCCC1)C(c1ccccc1)N1CCOCC1 (stereo unspecified),-4,-5%,8%,24%,2%,-9
COCCn1c(=O)[nH]c2cc(C(=O)N3CCN(c4ccc(Cl)cc4)CC3)ccc2c1=O,1,-7%,8.9µM*,26%,-27%,14
COc1cccc(NC(=S)NC(=O)c2c(Cl)c(C)nn2C)c1,18,u,-5%,45%[activator],24%,14*
O=c1oc(-c2cccs2)nc2scc(-c3cccs3)c12,14*,6%,0%,x,10%,11
COc1ccc(S(=O)(=O)NCC2CCCN(C(=O)c3sccc3C)C2)cc1 (stereo unspecified),2,3%,8%,-16%,-10%,-3
CCc1nnc(NC(=O)CSCc2cc(=O)n3ccsc3n2)s1,-1,x,9%,u,-6%,1
COc1ccc(/C=C(/NC(=O)c2ccccc2)C(=O)N/N=C/c2ccc3c(c2)OCO3)cc1OC,3,3%,9%,40%[activator],u,-10
O=C(c1ccc(OC2CCN(CCc3ccccc3)CC2)cc1)N1CCCC(O)C1 (stereo unspecified),1,2%,3%,1%,u,2
COc1ccc(/C=C/C(=O)NC(=S)NNC(=O)Cc2cccs2)cc1,8,-5%,-25%,-1%,x,23
Cc1ccc(-c2nc(C)c(C(=O)O)s2)cc1,21*,11%,-2%,130%[activator],277%[activator],37
c1ccc(C[n+]2csc3ccccc32)cc1,14,-10%,-11%,32%[activator],34%[activator],109*
COc1cccc(OC)c1C(=O)NNC(=O)c1ccc(F)cc1,-1,0%,17%,215%[activator],38%[activator],-16
O=C1NCCC/C1=N\Nc1ccc(Br)cc1,8.2*,-9%,13%,82%[activator],35%[activator],49
CCc1ccc(CNC(=O)CCS(=O)(=O)Cc2ccccc2F)cc1,0,-4%,5%,29%,-12%,10
O=C1CC(N2CCN(c3ccc(F)cc3)CC2)C(=O)N1Cc1cccs1 (stereo unspecified),5,0%,-4%,x,u,2
CC1CN(CCC(=O)Nc2ccc3c(c2)CCC3)CC(C)O1 (stereo unspecified),-4,-9%,7%,0%,-16%,31
CS(=O)(=O)c1ccc(Cl)c(NC(=O)CSc2n[nH]c(-c3cccs3)n2)c1,x,x,21%,1%,-11%,x
Brc1cc2c(cc1/C=N/Nc1nc(N3CCOCC3)nc(N3CCOCC3)n1)OCO2,-5,-13%,u,-6%,u,-10
Cn1cc(/C=C(\C#N)C(=O)Nc2cccc([N+](=O)[O-])c2)c2ccccc21,-10,3%,-6%,31%[activator],20%,-21
COc1ccc(C)cc1NC(=S)NC(C)c1ccc(OC)c(OC)c1 (stereo unspecified),-1,-1%,11µM*,-1%,u,-7
O=C(COC(=O)c1ccc(S(=O)(=O)N2CCCCC2)cc1)Nc1ccccc1,x,x,-2%,12%,31%[activator],x
CCCCCNC(=O)CCc1ccccc1,13*,2%,1%,20%,12%,14
O=C(Oc1ccc(Cl)c2ccccc12)N1CCCCC1,32*,5%,u,u,x,72*
CC(C(=O)Nc1ccccc1C(=O)O)n1c(C(F)(F)F)nc2ccccc21 (stereo unspecified),3,5%,0%,u,-9%[5.75 µM],-3
COc1ccccc1C(c1c(N)n(C)c(=O)n(C)c1=O)C(C)[N+](=O)[O-] (stereo unspecified),44*,2%,2%,-4%,u,94*
Cc1c(NC(=S)N/N=C/C=C/c2ccccc2)c(=O)n(-c2ccccc2)n1C,21,13%,1%,u,u,32

(cont.)
Molecule,CHX counter,Giardia FBPA inh,HCV inhibitor,Pf growth 96h,Pf growth 48h,Shiga inhibitor
CCn1c(=O)[nH]c2cc(C(=O)N3CCN(c4ccccc4)CC3)ccc2c1=O,-2,1%,5%,x,20%,2
CC(C)c1ccc(NC2CCCN(C(=O)c3ccco3)C2)cc1 (stereo unspecified),13*,x,-4%,-4%,-28%,43
O=C(Nc1cc(C(F)(F)F)ccc1N1CCOCC1)c1cncc(Br)c1,-2,1%,-10%,x,-17%,-10
Cc1ccccc1Nc1nc(N)nc(COC(=O)CCNS(=O)(=O)c2ccccc2)n1,x,x,0%,u,12µM*,x
CCNS(=O)(=O)c1ccc(CCC(=O)NCc2ccccc2)cc1,5,-2%,12%,16%,-28%[5.75 µM],9
Cc1ccc(Oc2ncccc2C(=O)NCC(=O)O)cc1,-4,2%,-1%,1%,37%[activator],-4
CCn1c(C(=O)NC(C)c2ccc3c(c2)OCCO3)cc2sccc21 (stereo unspecified),-1,13%,-6%,1%,x,-12
